Bioassay records as filed in PubChem BioAssay.
ST2 IL33 inh: IL1RL1 inhibition; AlphaLISA ST2-Fc/biotin-IL-33 interaction, 1 h; inhibition, % for hits at 17 µM; 2.3% of 78,000 active; in the data active means inhibition above about 30%; inconclusive means mostly about 10% to 28%
Target sequence (Q01638 whole entry, looked up): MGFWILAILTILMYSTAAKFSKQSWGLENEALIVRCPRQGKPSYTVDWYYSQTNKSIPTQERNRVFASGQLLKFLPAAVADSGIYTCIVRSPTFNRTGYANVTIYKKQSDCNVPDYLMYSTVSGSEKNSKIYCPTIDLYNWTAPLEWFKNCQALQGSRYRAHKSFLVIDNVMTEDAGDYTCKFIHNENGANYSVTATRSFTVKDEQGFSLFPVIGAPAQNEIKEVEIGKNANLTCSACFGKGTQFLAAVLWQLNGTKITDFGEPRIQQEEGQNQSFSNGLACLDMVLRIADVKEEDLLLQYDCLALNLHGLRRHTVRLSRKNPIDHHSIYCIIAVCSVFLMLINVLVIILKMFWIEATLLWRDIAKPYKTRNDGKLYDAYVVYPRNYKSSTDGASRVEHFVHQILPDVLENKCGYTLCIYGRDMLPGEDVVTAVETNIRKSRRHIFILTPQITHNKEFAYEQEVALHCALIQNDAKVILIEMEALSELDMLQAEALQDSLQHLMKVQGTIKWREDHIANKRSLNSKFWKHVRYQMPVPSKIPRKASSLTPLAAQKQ
* = called active by the depositor; i = inactive; ? = inconclusive. The list is partial (hit frequency here may not be typical).

SMILES	ST2 IL33 inh
CC1=C(C(N)=O)C(c2ccc(F)cc2)n2nc(SCc3ccccc3)nc2N1 (stereo unspecified)	?
Cc1ccc(-c2nc(CN3CCN(c4ccc(Cl)cn4)CC3)c(C)o2)o1	i
CC[n+]1ccc(C)c2cc(S(=O)C(F)(F)F)ccc21 (stereo unspecified)	i
Oc1cccc2ccc(CN3CCCC(OCc4cccnc4)C3)nc12 (stereo unspecified)	?
Cc1ccc(CS(=O)(=O)NCc2cnn3ccccc23)cc1	i
CC(C)CN1CC(C(=O)N2CCCN(S(C)(=O)=O)CC2)CC1=O (stereo unspecified)	i
Cc1ccc(OCCn2nnc3ccccc32)c(C)c1	i
CCN(CC)C(=O)c1cc2c(=O)n3cccc(C)c3nc2n1C	i
CCCc1nnc([C@H]2CCN(C3CCN(C(C)=O)CC3)C2)o1	i
COc1ccc(CN2C(=S)N(c3ccc(OC)cc3)[C@H]3[C@@H]2[C@H]2OC(=O)[C@@H]3C[C@H]2O)cc1	i
NC(=O)c1cccc(CC2CCN(C(=O)C3CCC(O)CC3)C2)c1 (stereo unspecified)	i
Cc1ccc(C(=O)N2CCN=C2SCc2ccccc2F)cc1	?
CCOc1ccc2nc(-c3nc4ccccc4s3)sc2c1	i
Cc1c(C(=O)NCCCN2CCOCC2)oc2ccc(S(=O)(=O)N3CCCC3)cc12	i
Cc1ccc2nc(-c3cc(N=Cc4ccc([N+](=O)[O-])cc4)ccc3O)[nH]c2c1	38%*
Cc1cc2ccccc2n1CCC(=O)N(Cc1ccccn1)CC1CCCO1 (stereo unspecified)	?
Clc1ccc(N2CCN(Cc3ccco3)CC2)cc1	i
CC(C)c1nn(C)c2c1C(c1nc(-c3ccc(Cl)cc3)no1)CC(=O)N2 (stereo unspecified)	?
O=C(Nc1ccc(Cl)cc1)c1cnc2ccccc2n1	?
O=C(CC1CCc2ccccc21)NCc1cnn2ccccc12 (stereo unspecified)	?
Oc1ccc(-c2ncc(Cl)cn2)cc1	?
Cc1ccc(S(=O)(=O)N2CCN(S(=O)(=O)c3ccccc3[N+](=O)[O-])C2)cc1	i
CCN(CC)CCNC(=O)c1ccc(CS(=O)(=O)c2ccc(Br)cc2)o1	i
COc1ccc(Cn2c(CNC(=O)Cc3ccc(OC)c(OC)c3)nc3cccnc32)cc1	?
Cc1cc(=O)[nH]c(-c2ccccc2O)n1	i

A draw from above in order of number of heavy atoms, smallest number first:
SMILES	ST2 IL33 inh
CCN(CC)C(=O)c1cc2c(=O)n3cccc(C)c3nc2n1C	i
CCN(CC)CCNC(=O)c1ccc(CS(=O)(=O)c2ccc(Br)cc2)o1	i
Cc1ccc2nc(-c3cc(N=Cc4ccc([N+](=O)[O-])cc4)ccc3O)[nH]c2c1	38%*

Later entries
SMILES	ST2 IL33 inh
COc1ccccc1OCC(=O)NCC1CCCN(Cc2ccc(SC)cc2)C1 (stereo unspecified)	i
CCN(CC)C(=O)Cc1c(C(=O)O)[nH]c2ccc(Cl)cc12	?
C=CCNC(=O)C(C)Sc1ccc(Cl)cc1 (stereo unspecified)	i
CC(C)c1ccc(NC(=O)COc2ccc([N+](=O)[O-])cc2)cc1	i
CC1CCCCN1CCNC(=O)C1CC(=O)N(c2ccc(F)c(Cl)c2)C1 (stereo unspecified)	i
Cc1ccc2c(CC(=O)NCc3csc(C)n3)cc(=O)oc2c1	?
c1ccc(-c2nc3c(c(N4CCN(Cc5cnn(-c6ccccc6)c5)CC4)n2)CCC3)cc1	?
CC(C)c1nccn1S(=O)(=O)c1ccc(I)cc1	i
N#CC12c3ccccc3C(c3ccccc31)[C@@H]1C(=O)N(Cc3ccccc3)C(=O)[C@@H]12	i
O=C(O)C1(O)C[C@@H](O)C(O)[C@H](O)C1 (stereo partly specified)	i
CCc1nc(CN2CCC(c3ccnc(-c4cccc(O)c4)c3)C2)c(C)[nH]1 (stereo unspecified)	i
CC(C)(C)C1=Nn2c(nnc2-c2ccccc2Br)SC1	i
COC(=O)C1=C(C)Nc2ncnn2C1c1cccc(Br)c1 (stereo unspecified)	i
CCOc1ncccc1-c1ncccc1C(=O)N1CCCC1	i
Cc1cccc(C)c1OCC(O)CN1CCN(Cc2ccc3c(c2)OCO3)CC1 (stereo unspecified)	?
CCN(CCn1cccn1)C(=O)c1cc(=O)c2ccccc2o1	?
O=C(c1c(F)cccc1F)N1CCN(S(=O)(=O)c2cc3c4c(c2)CCN4C(=O)CC3)CC1	?
Cc1ccc(Nc2nc(-c3ccccc3)cs2)cc1Cl	?
CC(=O)N1CCN(C(=O)C[C@@H]2C[C@@H](C(C)C)[C@H](CC#N)C=C2C)CC1	i
Cc1cc(F)ccc1NC(=O)CCC1CCCN(C(=O)C2=CCCC2)C1 (stereo unspecified)	?
Oc1oc(-c2ccccc2F)nc1C=Nc1cccc(Cl)c1	?
CN(C)CC1(O)CCCN(C(=O)c2cnc(-c3cccnc3)nc2)C1 (stereo unspecified)	i
O=C(Nc1cccc(-c2cn3ccccc3n2)c1)c1ccccc1Cl	i
O=C(c1c(F)c(F)c(F)c(F)c1F)N1CCc2ccccc2C1	i
O=C(c1ccc(Br)cc1)N1CCN=C1SCc1ccccc1F	i

Rewritten with bars between the fields: part of the list above
compound | ST2 IL33 inh
Cc1cc2ccccc2n1CCC(=O)N(Cc1ccccn1)CC1CCCO1 (stereo unspecified) | ?
Clc1ccc(N2CCN(Cc3ccco3)CC2)cc1 | i
CC(C)c1nn(C)c2c1C(c1nc(-c3ccc(Cl)cc3)no1)CC(=O)N2 (stereo unspecified) | ?
O=C(Nc1ccc(Cl)cc1)c1cnc2ccccc2n1 | ?
O=C(CC1CCc2ccccc21)NCc1cnn2ccccc12 (stereo unspecified) | ?
Oc1ccc(-c2ncc(Cl)cn2)cc1 | ?

Next part
SMILES	ST2 IL33 inh
O=[N+]([O-])c1cc(Br)cc(C=Nc2ccc(I)cc2)c1O	i
CCOc1ccc(/C=c2\sc3n(c2=O)CN(c2cccc(C(C)=O)c2)CN=3)cc1	31%*
COc1ccc(/C=C/C(=O)O[C@H]2[C@@H]3C=CO[C@@H](O[C@@H]4O[C@H](CO)[C@@H](O)[C@H](O)[C@H]4O)[C@@H]3[C@@]3(CO)O[C@@H]23)cc1O	?
CCOC(=O)CNC(=O)N1CCCC(CNC(=O)c2cccc(C(F)(F)F)c2)C1 (stereo unspecified)	?
COc1ccc(Cl)cc1C(=O)Oc1cccc2cccnc12	i
CCCCN1CCC(COC(=O)c2cc(Cl)c(N)c3c2OCCO3)CC1	i
CCn1c(CCNC(C)=O)nc2ccccc21	i
CCC(=O)N1N=C(c2ccccc2)CC1c1ccc(N(C)C)cc1 (stereo unspecified)	?
Cc1ccccc1S(=O)(=O)N1CCN(c2cc(-c3cccc(F)c3)ncn2)CC1	i
Cc1n[nH]c(C)c1S(=O)(=O)N1CCN(C2CCCCC2)CC1	i
Fc1ccc(CSc2nnnn2-c2cccc(Cl)c2)cc1	i
CCCCn1c(C)csc1=Nc1ccccc1	?
CCCCN(C)CCNC(=O)c1cc(-c2cccs2)nc2ccccc12	i
COc1cc(C(=O)N2CCN(Cc3ccccc3[N+](=O)[O-])CC2)cc(OC)c1OC	i
CC(=O)Nc1ccccc1C(=O)N(Cc1ccccc1)Cc1ccccc1	i
CCOc1ccc(NC(=O)NCCc2nc3cccnc3n2C2CCCCC2)cc1	?
CCCc1c(-c2ccc(O)cc2)nn(-c2ccc(O)cc2)c1-c1ccc(O)cc1	?
O=C1CCCC2=C1C(c1ccncc1)n1nc(SCc3ccccc3Cl)nc1N2 (stereo unspecified)	?
Cc1ccc(N(C)S(=O)(=O)c2ccc3c(c2)NC(=O)CC(=O)N3)cc1	i
CN(CC1(N2CCOCC2)CCCCC1)C(=O)c1cn(CCC2CCCCC2)nn1	?
Cc1noc(C)c1NC(=O)N1CCCC(N2CCCC2=O)C1 (stereo unspecified)	?
C[C@H]1[C@@H]2[C@@H](O)[C@H]([C@H](C)C(=O)N3CCCC3)CC[C@@]2(C)CC[C@@H]1NC(=O)c1cncnc1	i
N#Cc1ccccc1S(=O)(=O)N[C@H]1CO[C@H]2[C@@H]1OC[C@@H]2n1nnnc1Oc1ccc(-n2ccnc2)cc1	i
Clc1ccc(CSCCc2ccccn2)cc1	?
O=C(O)c1ccccc1CN1CCC2(CCOCC2)CC1	i
SMILES	ST2 IL33 inh
O=C(Nc1nnc(N=Cc2ccco2)s1)c1ccc(S(=O)(=O)N2CCCCC2)cc1	i
CCC1=NOC(CNC(=O)c2cnn3ccn(C)c23)C1 (stereo unspecified)	i
CC(Nc1cc(N2CCN(S(=O)(=O)N(C)C)CC2)ccc1[N+](=O)[O-])c1ccccc1 (stereo unspecified)	30%*
O=C(NCCSc1c[nH]c2ccccc12)c1ccco1	i
CC1(C)CC(=O)C2=C(C1)OC(N)=C(C#N)C2c1ccc(OC(=O)c2ccccc2Cl)cc1 (stereo unspecified)	i
Cc1[nH]cnc1-c1nccn1CCC1=CCCCC1	i
CC(O)/C=C/C1OC(=O)CC1Nc1ccc(C(=O)O)cc1 (stereo unspecified)	?
O=C(c1ccc2nc3ccsc3c(=O)n2c1)N1CCN(C(=O)c2ccco2)CC1	i
CC(=O)c1ccc(N2CCN(C(=O)c3cc4c(-c5ccc(Cl)cc5)nn(C)c4s3)CC2)cc1	i
Cc1noc(C)c1C1CCCN1Cc1ccc(C#CC(C)(C)O)s1 (stereo unspecified)	?
CC(=O)N(C(C)=O)c1ccc(Oc2ccc(Oc3ccc(N(C(C)=O)C(C)=O)cc3)cc2)cc1	i
Cc1c(NC(=O)CCC2CCCCC2)cccc1C(=O)O	i
CCOC(=O)C1(CCCc2ccccc2)CCN(C(=O)C(=O)c2ccccc2)CC1	?
COc1ccc(C2SCCN2S(=O)(=O)c2ccc(C)cc2)cc1OC (stereo unspecified)	i
Cc1ccc2c(N)c(C(=O)c3ccc(Cl)cc3)sc2n1	i
C/C=C(\C)CN1CCC(CCC(=O)Nc2ccc3c(c2)OCCO3)CC1	i
Cc1ccn2c(C(=O)NCCn3c(C)cc(C)nc3=O)c(C)nc2c1	i
CCn1cnc2sc(C(=O)Oc3ccc(F)cc3)c(C)c2c1=O	i
COc1ccc(C2C(C(=O)Nc3nc4ccccc4s3)=C(C)NC3=C2C(=O)CCC3)c(OC)c1 (stereo unspecified)	i
CCN1CCC(N2CCN(c3ccc(Cl)c(C(=O)O)n3)CC2)CC1	i
C=C(C)Cn1c(N(C)Cc2ccccc2)nc2c1c(=O)[nH]c(=O)n2C	i
COc1ccc(NC(=O)N2C[C@@H]3C[C@H](C2)c2c(NC(=O)c4ccc5c(c4)OCO5)ccc(=O)n2C3)cc1	i
CN1C(=O)N(C)C2(CC1(C)C)CC(C)(C)N(C)C(=O)N2C	i
COc1cc(-c2nc(NCc3ccc(F)cc3)c3ccccc3n2)cc(OC)c1OC	i
CCOC(=O)C1CCN(C(=O)c2cc3c(=O)n4cccc(C)c4nc3n2C)CC1	i

Some of the entries so far, with each value named.
structure: Cc1ccn2c(C(=O)NCCn3c(C)cc(C)nc3=O)c(C)nc2c1
- ST2 IL33 inh: i

structure: CCn1cnc2sc(C(=O)Oc3ccc(F)cc3)c(C)c2c1=O
- ST2 IL33 inh: i

Returning to the listing; the 3 compounds before the break are reprinted first.
SMILES	ST2 IL33 inh
CN1C(=O)N(C)C2(CC1(C)C)CC(C)(C)N(C)C(=O)N2C	i
COc1cc(-c2nc(NCc3ccc(F)cc3)c3ccccc3n2)cc(OC)c1OC	i
CCOC(=O)C1CCN(C(=O)c2cc3c(=O)n4cccc(C)c4nc3n2C)CC1	i
COc1ccc(C(=O)N2CCCC2)c(OC2CCN(C(=O)C3CCCO3)CC2)c1 (stereo unspecified)	?
CC(C)(C)c1csc(NC(=O)c2ccc(S(=O)(=O)N3CCCCC3)cc2)n1	i
CC(C(=O)N(C)CCC(C)(C)O)N1CCCC1 (stereo unspecified)	i
CCn1ncnc1CN(Cc1ccncc1)Cc1ccc(F)cc1	?
CNc1ccnc(N2CCN(CCc3ccccc3)CC2)n1	?
CN(Cc1ccccc1)C(=O)c1cn(C)c(=O)c2c1c1ccccc1n2C	i
CCOC(=O)N1CCN(c2cc(C(C)C)nc(C)n2)CC1	i
COc1ccc(C2(CC(=O)N3CCN(c4ccc(Cl)cc4)CC3)CC(=O)N(C)C2=O)cc1 (stereo unspecified)	i
COc1cc(-c2ccc(O)cc2)cc(=O)c2c(C)oc(C)c12	?
CCOc1cc(C(Nc2cc(C)ccn2)c2ccc3cccnc3c2O)ccc1O (stereo unspecified)	?
CNC(=O)C1CCC(Cn2c(=O)c3sccc3n(CC(N)=O)c2=O)CC1 (stereo unspecified)	i
COc1ccc(N2CCCS2(=O)=O)cc1NC(=O)Cc1ccc(F)cc1	i
Cc1cccc(CC(=O)N2CCC(n3nccc3NC(=O)c3ccc4c(c3)OCO4)CC2)c1	i
COc1ccc(-c2cc(C)cnc2-n2cnnc2)cn1	i
Cc1cccc(-n2cc(CN3CCN(C(=O)c4ccco4)CC3)c(-c3cccc(F)c3)n2)c1	?
Cc1cc(C(=O)NC(C)c2ccccc2)no1 (stereo unspecified)	i
CCn1c(CC2CCNCC2)nn(Cc2nccs2)c1=O	?
O=C1CSC(c2ccc(Br)cc2)N1c1ccccn1 (stereo unspecified)	i
Cn1c(=O)[nH]c(=O)c2c1nc(N1CCOCC1)n2CC(O)COc1ccc(Cl)cc1Cl (stereo unspecified)	i
Cc1ccccc1C(=O)Nc1nnc(SCC(=O)NCC2CCCO2)s1 (stereo unspecified)	i
CCOC(=O)c1[nH]c2ccccc2c1NC(=O)c1cc2ccccc2oc1=O	i
O=C(CN1CCCCCC1)N1CCCc2c1c(=O)oc1ccc(OCc3ccccc3)cc21	30%*
N/C(=N/OC(=O)c1ccccc1F)c1ccncc1	i
Cc1oc(-c2ccc(Cl)cc2)nc1CSCC(=O)NCCCN1CCCC1	i
Cc1ccc(C(=O)N2CCCC2)cc1Br	i
COC(=O)c1cc(O)cc(OC)c1Oc1cc(C)cc(O)c1C(=O)O	i
CCC(=O)Nc1cccc(C(=O)NCc2sc(C)nc2CC)c1	?
